CCT chaperon mod = High-Throughput Screening for Modulators of Cytosolic Chaperonin Activity. AID 651819, 2012. 360,000 compounds, 0.3% hits. purified chaperonin ATPase assay, HTRF ADP detection, 30 min. activity change, % (no concentration beside the values), hits read low; in the data active means activity change below about -30%; further: on the % scale 0 is the no-effect control and ±100 the full control effect
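Nucleotide hydrolysis assay: TRiC at 20–40 nM final (set by batch activity) with 10 uM ATP, 30 min at 37 °C, in presence of 76 uM compound. Detection by competitive ADP HTRF, 30 min ambient.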
DRD3 agonist = qHTS of D3 Dopamine Receptor Agonist: qHTS; D(3) dopamine receptor (Homo sapiens), P35462; D3R DiscoveRx beta-arrestin cells, luminescence, 90 min; max activation, %; 410,000 compounds, 0.58% hits; in the data active means max activation above about 30%; further: 0% is about no effect; mostly tested at two doses, the higher about 12 µM
Target sequence (P35462 whole entry, looked up): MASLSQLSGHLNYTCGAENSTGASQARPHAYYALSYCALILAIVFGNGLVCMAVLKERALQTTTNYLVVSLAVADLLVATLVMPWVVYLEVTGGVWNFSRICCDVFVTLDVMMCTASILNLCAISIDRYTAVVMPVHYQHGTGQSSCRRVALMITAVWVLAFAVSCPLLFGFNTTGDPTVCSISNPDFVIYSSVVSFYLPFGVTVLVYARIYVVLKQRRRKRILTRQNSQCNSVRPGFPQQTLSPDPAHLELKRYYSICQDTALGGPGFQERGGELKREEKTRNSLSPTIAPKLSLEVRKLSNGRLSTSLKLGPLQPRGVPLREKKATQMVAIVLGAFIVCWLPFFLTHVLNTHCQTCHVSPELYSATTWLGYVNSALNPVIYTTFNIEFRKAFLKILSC
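Cells at 1500/well, incubated overnight, then treated with pinned compounds (dopamine as control) for 90 min at 37 degrees C. DiscoveRx reagent added for 30 - 60 minutes at room temperature; luminescence read.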
D3 antag = qHTS of D3 Dopamine Receptor Antagonist: qHTS; max response, negative = inhibition, %; 360,000 compounds, 2.5% hits; D(3) dopamine receptor (Homo sapiens), P35462; D3R cells, DiscoveRx beta-arrestin luminescence, antagonist mode; stronger effect = lower value; in the data active means max response below about -50%; inconclusive means no clear call, values can overlap the other calls; further: on the % scale 0 is the no-effect control and ±100 the full control effect; mostly tested at two doses, the higher about 12 µM
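Cells expressing the human receptor were seeded at 1500 cells/well, incubated overnight at 37 degrees C in 5% CO2, then exposed to library compounds with dopamine controls for 90 minutes at 37 degrees C before luminescent detection.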
EPAC2 ag = qHTS for Agonist of cAMP-regulated guanine nucleotide exchange factor 4 (EPAC2): primary screen. Rap guanine nucleotide exchange factor 4 (Homo sapiens), Q8WZA2. EPAC2 activation, biochemical qHTS; response scale: 100% = 6.5 mM cAMP response. Potency, µM (titrated, usually from 154 µM), without a hit: top-dose activation, usual class: activators. 360,000 compounds, 0.079% hits. AID 720711, 2013; further: potency means the concentration at half of the fitted maximal effect; nearly all actives have a fitted effect of over 50% in size
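qHTS, titration series. 100 nM EPAC2 / 250 nM Rap1B-BODIPY-GDP / 50 uM GDP; RT; ex 480/em 540 nm, 5-min reads to 30 min. Norm. to 6.5 mM cAMP = activation.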
EPAC2 antagonist = qHTS for Antagonist of cAMP-regulated guanine nucleotide exchange factor 2 (EPAC2): primary screen; EPAC2 GEF exchange of Rap1B-BODIPY-GDP, fluorescence; Potency, µM (doses to about 114 µM), inactives show at the highest dose activity, negative = inhibition, most hits filed as inhibitors; 360,000 compounds, 0.18% hits; Rap guanine nucleotide exchange factor 4 (Homo sapiens), Q8WZA2; AID 720708, 2013; further: potency means the concentration at half of the fitted maximal effect; on the % scale 0 is the no-effect control and ±100 the full control effect; nearly all actives have a fitted effect of over 45% in size; many of its hits are not listed in these tables
PTHR1 ag = qHTS for PTHR1 Agonists: Primary Screen | Potency, µM (highest dose often 115 µM), without a hit: at the highest dose activation, usual class: activators | 410,000 compounds, 0.075% hits | AID 743266, 2014 | HEK293 GP2 PTHR1 cells, GloSensor cAMP luminescence, 1 h; further: potency means the concentration at half of the fitted maximal effect; nearly all actives have a fitted effect of over 55% in size; some results filed as inactive show a strong effect at the top dose; inactives centre near -15; many of its hits are not listed in these tables
Target sequence (Q03431 whole entry, looked up): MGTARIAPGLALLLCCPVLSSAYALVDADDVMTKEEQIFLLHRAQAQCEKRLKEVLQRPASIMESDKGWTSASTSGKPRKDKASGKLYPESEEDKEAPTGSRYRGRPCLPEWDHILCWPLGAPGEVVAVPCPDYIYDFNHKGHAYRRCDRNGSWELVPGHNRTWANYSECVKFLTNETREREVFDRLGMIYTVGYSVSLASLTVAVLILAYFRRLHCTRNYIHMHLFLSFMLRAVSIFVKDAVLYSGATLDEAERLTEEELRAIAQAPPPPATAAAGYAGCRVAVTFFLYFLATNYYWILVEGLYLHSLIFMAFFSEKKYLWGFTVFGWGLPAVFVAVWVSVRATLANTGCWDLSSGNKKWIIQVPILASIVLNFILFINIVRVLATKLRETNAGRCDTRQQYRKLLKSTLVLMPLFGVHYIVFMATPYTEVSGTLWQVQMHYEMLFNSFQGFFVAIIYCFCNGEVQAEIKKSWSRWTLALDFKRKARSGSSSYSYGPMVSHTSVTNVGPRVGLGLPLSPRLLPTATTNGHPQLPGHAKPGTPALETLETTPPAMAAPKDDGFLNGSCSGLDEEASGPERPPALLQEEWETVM
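HEK-293-derived GP2 cells expressing PTHR1 and a GloSensor cAMP reporter, 3,000/well, plated overnight, given luciferin plus IBMX (each 0.5 mM as added) for 1 h at 37 °C, then compound for 1 h at 37 °C. Luminescence was read after 15 min at room temperature.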
Mm-Cpn inhibitor = Inhibitors of TCP-1 ring complex (TRiC) of Methanococcus maripaludis (MmCpn): qHTS. Potency, µM (series often up to 76.9 µM), for the others: top-dose activity, negative = inhibition, most hits filed as inhibitors. 330,000 compounds, 0.031% hits. Chaperonin Mm-Cpn (Methanococcus maripaludis). purified Mm-Cpn ATPase, ADP Transcreener TR-FRET. AID 504842, 2011; further: potency means the concentration at half of the fitted maximal effect; on the % scale 0 is the no-effect control and ±100 the full control effect; nearly all actives have a fitted effect of over 80% in size
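Quantitative HTS used 25 nM Mm-CPN and 10 uM ATP in magnesium/KCl Tris buffer, pH 7.4, with 1 mM DTT. Hydrolysis ran 30 min at 37°C; ADP was read by HTRF.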
pAkt inh = HTS Assay for Inhibitors of Akt Phophorylation: Primary Screen. Neuro2A IGF-stimulated pAkt S473 HTRF, 20 min; stronger effect = lower value. activity change, % for hits at 50 µM. 360,000 compounds, 0.32% hits. AID 651550, 2012; in the data active means activity change below about -80%; inconclusive means mostly about -51% to -80%; further: on the % scale 0 is the no-effect control and ±100 the full control effect
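Single-point screen (50 µM final compound) in Neuro2A cells stimulated 20 min with 6 nM IGF at 37 deg C. After lysis, Ser473-phosphorylated Akt read by HTRF (ex 330 nm, em 615/665 nm) as the 665/615 ratio.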
Numbers without * were called inactive; i = inactive; ? = inconclusive; · = not tested or not shown; [ ] = dose if it differs, or a comment. Unless noted, the call rests on the fitted dose curve; in most records, active means well fitted curve in the direction sought with a large enough effect; inconclusive means small, poorly fitted or top-dose-only effect, or another doubt; inactive means no such curve, though single readings can be large; an effect the other way counts as inactive or inconclusive. An excerpt, so the mix of outcomes need not match the whole.

Second line of a record: CCT chaperon mod	DRD3 agonist	D3 antag	EPAC2 ag	EPAC2 antagonist	PTHR1 ag	Mm-Cpn inhibitor	pAkt inh
[1] CC(NC(=O)c1ccc(N2CCCC2=O)cc1)c1ccccc1 (stereo not drawn)
    -2.2	-9	13	4%	10%	i	-3%	i
[2] O=S(=O)(c1ccc(Cl)cc1)c1cc(O)ccc1O
    0.7	3	3	7%	-4%	i	-1%	i
[3] O=C(Nc1ccc2c(c1)OCO2)c1n[nH]c(=O)c2ccccc12
    -2.6	0	-12	8%	1%	-21%	-1%	i
[4] C/C(=N/OCC(=O)NCCCCCCNC(=O)CO/N=C(/C)c1cccs1)c1cccs1
    -0.3	8	6	2%	11%	-2%	1%	i
[5] O=C(Nc1ccc2c(c1)OCO2)c1cc(C2CCCN(C(=O)CCCc3ccccc3)C2)on1 (stereo not drawn)
    1.7	11	-6	5%	-14%	-73%[inhibitor]	·	·
[6] CN(C)S(=O)(=O)Oc1ccsc1C(=O)Nc1ccc(Cl)cc1
    -15	0	4	19%	12%	-30%	1%	i
[7] COCCCN1CN(S(=O)(=O)c2ccc(Cl)cc2)c2nc3ccccc3nc21
    -1.9	2	16	16%	-4%	-1%[57.5 µM]	-3%	i
[8] COc1cc(NC(=O)CCCNC(=O)Cn2cnc3sc4c(c3c2=O)CCCC4)cc(OC)c1OC
    1.6	1	-6	2%	-15%	?	2%	i
[9] CC(C)C(OC(=O)c1cccs1)C(=O)NCc1cccs1 (stereo not drawn)
    -1.7	2	21	6%	0%	i	0%	i
[10] CC(=O)N1CCN(C(=O)c2cc(S(=O)(=O)N3CCCCC3)ccc2Cl)CC1
    0.1	5	6	2%	7%	i	-2%	i
[11] Cc1cccc(NC(=O)CCCCCN2C(=O)[C@@H]3Cc4ccccc4CN3C2=O)c1
    -2.2	9	10	9%	-1%	i	1%	i
[12] N/C(Cc1ccc([N+](=O)[O-])cc1)=N\OC(=O)Cc1ccc(Cl)cc1
    2.1	-5	-6	-1%	2%	i	5%	i
[13] CC(C)(C)c1ccc(CC(=O)N2CCC2(C)C(=O)NS(=O)(=O)c2ccc(F)cc2F)cc1 (stereo not drawn)
    0.8	0	2	-2%	11%	i	·	i
[14] OCCN1CCN(c2ncnc3c2ncn3[C@H]2CN(Cc3cccs3)C[C@@H](CO)O2)CC1
    0.1	-8	?	3%	25%	i	·	i
[15] COc1ccc(CCNC(=O)CSc2nnc(-c3ccc(F)cc3)c3ccccc23)cc1OC
    -3.3	-3	0	2%	-4%	-49%[inhibitor]	-2%	i

Continuation:
Second line of a record: CCT chaperon mod	DRD3 agonist	D3 antag	EPAC2 ag	EPAC2 antagonist	PTHR1 ag	Mm-Cpn inhibitor	pAkt inh
[16] O=C(O)c1ccc(N/N=C2/CCSc3ccc(F)cc32)cc1
    -2.6	-2	6	-8%	?	-53%[inhibitor]	0%	i
[17] COc1ccc(-c2nnn(CCc3nn[nH]n3)n2)cc1OC
    -1.2	2	17	0%	11%	-9%[57.5 µM]	1%	i
[18] CC(/C=N/NC(=O)Cn1nnc(N)n1)=C\c1ccc(C(C)C)cc1
    2.2	8	14	3%	-2%	i	1%	i
[19] COc1ccc(NC(=O)C2CC3CCC2C3)c(OC)c1 (stereo not drawn)
    2.2	-6	-25	18%	9%	-8%	·	i
[20] CC(C)c1nc(NCCO)c(C#N)c2c1CCCC2
    -1.4	3	-10	7%	-26%	-3%	2%	i
[21] N#CC1=C(N)Oc2c(oc(CO)cc2=O)C1c1ccccc1[N+](=O)[O-] (stereo not drawn)
    1.2	21	-4	10%	4%	i	0%	i
[22] CNC(=O)COC(=O)/C=C/c1cn(-c2ccccc2)nc1-c1ccc2c(c1)OCCO2
    0.2	1	-18	15%	10%	i	-2%	i
[23] O=C(NC12CC3CC(CC(C3)C1)C2)c1cccnc1
    0.3	-11	22	7%	-6%	i	0%	i
[24] CN1C(C(=O)NCc2cccc(Br)c2)CC2Cn3c(nc4cc(Cl)c(Cl)cc43)C21 (stereo not drawn)
    1.1	1	13	8%	-17%	-29%	-3%	i
[25] CC(C)(Cc1ccccc1)/[N+]([O-])=C\c1ccccc1
    -2.3	-22	4	-3%	11%	-24%	0%	i
[26] N#Cc1ccc(CSc2nnc(-c3cccs3)n2-c2ccccc2)cc1
    -4.2	-9	-26	9%	-2%	-8%[57.5 µM]	2%	i
[27] O=C(Nc1cccc(-c2nnc(-c3ccccc3)o2)c1)C1CCCO1 (stereo not drawn)
    -1.9	7	22	9%	5%	-18%	2%	i
[28] NC(=O)[C@@H]1CCCN1C(=O)c1ccc2oc(CCc3ccccc3)nc2c1
    -1.2	1	-2	-4%	-5%	-70%[inhibitor]	-3%	i
[29] CCC(=O)c1coc2ccc(O)cc12
    -6.6	3	-11	8%	3%	i	·	i
[30] Cc1ccc2c(CC(=O)Nc3ccc(N4CCN(C)CC4)cc3C)coc2c1
    -0.9	0	-20	2%	-4%	i	-1%	i

From compound 20 as far as 30, as listed above:
Second line of a record: CCT chaperon mod	DRD3 agonist	D3 antag	EPAC2 ag	EPAC2 antagonist	PTHR1 ag	Mm-Cpn inhibitor	pAkt inh
[20] CC(C)c1nc(NCCO)c(C#N)c2c1CCCC2
    -1.4	3	-10	7%	-26%	-3%	2%	i
[21] N#CC1=C(N)Oc2c(oc(CO)cc2=O)C1c1ccccc1[N+](=O)[O-] (stereo not drawn)
    1.2	21	-4	10%	4%	i	0%	i
[22] CNC(=O)COC(=O)/C=C/c1cn(-c2ccccc2)nc1-c1ccc2c(c1)OCCO2
    0.2	1	-18	15%	10%	i	-2%	i
[23] O=C(NC12CC3CC(CC(C3)C1)C2)c1cccnc1
    0.3	-11	22	7%	-6%	i	0%	i
[24] CN1C(C(=O)NCc2cccc(Br)c2)CC2Cn3c(nc4cc(Cl)c(Cl)cc43)C21 (stereo not drawn)
    1.1	1	13	8%	-17%	-29%	-3%	i
[25] CC(C)(Cc1ccccc1)/[N+]([O-])=C\c1ccccc1
    -2.3	-22	4	-3%	11%	-24%	0%	i
[26] N#Cc1ccc(CSc2nnc(-c3cccs3)n2-c2ccccc2)cc1
    -4.2	-9	-26	9%	-2%	-8%[57.5 µM]	2%	i
[27] O=C(Nc1cccc(-c2nnc(-c3ccccc3)o2)c1)C1CCCO1 (stereo not drawn)
    -1.9	7	22	9%	5%	-18%	2%	i
[28] NC(=O)[C@@H]1CCCN1C(=O)c1ccc2oc(CCc3ccccc3)nc2c1
    -1.2	1	-2	-4%	-5%	-70%[inhibitor]	-3%	i
[29] CCC(=O)c1coc2ccc(O)cc12
    -6.6	3	-11	8%	3%	i	·	i
[30] Cc1ccc2c(CC(=O)Nc3ccc(N4CCN(C)CC4)cc3C)coc2c1
    -0.9	0	-20	2%	-4%	i	-1%	i

Later entries.
Second line of a record: CCT chaperon mod	DRD3 agonist	D3 antag	EPAC2 ag	EPAC2 antagonist	PTHR1 ag	Mm-Cpn inhibitor	pAkt inh
[31] CCn1nnnc1-c1ccc(OC)c(S(=O)(=O)Nc2ccc(C)c(C)c2)c1
    -1.3	-6	1	2%	-1%	-4%	4%	i
[32] CNC(C)C(=O)NC(C(=O)N1CCCC1C(=O)Nc1ccc2ncccc2c1)C(C)C (stereo not drawn)
    2.1	5	16	2%	-5%	-6%	0%	i
[33] Cc1ccc(C(=O)N2CCN(c3ccc(NC(=O)c4cc(C)cc(C)c4)cc3)CC2)cc1
    -0.6	2	-15	-6%	2%	-23%	0%	i
[34] CCCN1CCC(NC(=S)Nc2ccc(S(N)(=O)=O)cc2)CC1
    -4.5	0	6	2%	14%	i	-6%	i
[35] C=CCOc1ccc(Br)cc1/C=C1/SC(=Nc2ccc(C(=O)O)cc2)NC1=O
    -2.4	-4	0	2%	?	-24%	0%	i
[36] CCc1ccccc1Oc1nc2cc(-c3cccc(OC)c3)sc2c(=O)n1C
    -1.7	4	-5	2%	-1%	-25%	·	i
[37] CC1CC(=O)c2cnc(Nc3cccc(C(F)(F)F)c3)nc2C1 (stereo not drawn)
    1.3	-5	-7	-17%	8%	-7%[57.5 µM]	0%	-104%*
[38] O=c1[nH]nc(SC2CCCCC2)c(=O)[nH]1
    -0.1	-9	6	1%	3%	-3%	·	i
[39] COc1ccccc1NC(C)C(=O)Nc1ccc(C(C)=O)cc1 (stereo not drawn)
    -15	-6	-22	-8%	-3%	i	1%	i
[40] COc1ccc(OC)c(NC(=O)C2CCCN2C(=O)NC2CCCCC2)c1 (stereo not drawn)
    0.1	-9	-21	2%	0%	i	-1%	i
[41] Cc1cc2nnc(SCC(=O)NCC(c3ccccc3)N(C)C)n2c2ccccc12 (stereo not drawn)
    -0.7	-10	4	5%	13%	-24%	2%	i
[42] CCOC(=O)Nc1cc2c(c(N)n1)N=C(c1ccccc1)CN2
    0.5	-17	?	2%	12%	-23%	·	i
[43] Oc1ccc(Cl)cc1/C=C/c1ccc2cccc(O)c2n1
    -2.8	1	?	12%	4%	-7%	-1%	i
[44] CC1CN(C(=O)c2cc(S(=O)(=O)N3CCN(c4ccccc4)CC3)ccc2Cl)CC(C)O1 (stereo not drawn)
    -6.8	-5	8	3%	6%	-34%[inhibitor]	0%	i
[45] Cc1ccc2c(c1)CCCN2C(=O)CSc1ccccc1
    -2.8	-9	-5	14%	-16%	-8%	-5%	i

New compounds follow
Second line of a record: CCT chaperon mod	DRD3 agonist	D3 antag	EPAC2 ag	EPAC2 antagonist	PTHR1 ag	Mm-Cpn inhibitor	pAkt inh
[46] COc1cc(CN2CCCCC2)ccc1OCc1ccccc1
    1.1	-16	22	1%	0%	i	0%	i
[47] CCOC(=O)N1CCN(C(=O)c2ccc3c(c2)sc2nc(-c4ccc(OC)cc4)cn23)CC1
    0.3	3	42	-10%	-3%	-23%[57.5 µM]	-1%	i
[48] O=C(CN1C(=O)NC2(CCCC2)C1=O)Oc1ccc2ccc(=O)oc2c1
    -1.8	-2	-7	-1%	7%	-21%	-10%	i
[49] NC(=O)c1ccc(N=Cc2c(O)ccc3ccccc23)cc1
    1.0	-3	1	-17%	36%[activator]	i	·	i
